Screening data: PubChem, several laboratories
Rpn11 inh – Rpn11 (PSMD14) deubiquitinase inhibitors, primary screen, biochemical, fluorescence polarization, uHTS; 360,000 tested, 0.59% active; 26S proteasome non-ATPase regulatory subunit 14 (Homo sapiens), O00487; AID 588493, 2011; human 26S proteasome, Ub4-pepOG fluorescence polarization; 20S core pre-blocked with epoxomicin; calls only at 20 µM;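 active means inhibition at 20 µM, scaled to each plate's controls, above about 33%, limit read from the data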
Target sequence (O00487 whole entry, looked up): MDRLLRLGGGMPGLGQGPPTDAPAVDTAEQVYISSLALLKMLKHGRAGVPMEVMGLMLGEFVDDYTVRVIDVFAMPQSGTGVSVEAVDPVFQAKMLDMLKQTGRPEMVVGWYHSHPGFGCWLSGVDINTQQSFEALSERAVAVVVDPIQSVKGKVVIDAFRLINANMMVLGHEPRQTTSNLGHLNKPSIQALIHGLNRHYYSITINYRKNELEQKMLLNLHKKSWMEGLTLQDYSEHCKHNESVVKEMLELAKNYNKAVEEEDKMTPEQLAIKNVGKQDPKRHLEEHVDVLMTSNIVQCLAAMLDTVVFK
Neddyl block – inhibitors of cullin neddylation, primary screen, biochemical, TR-FRET, uHTS, NAE and Ubc12; NEDD8-conjugating enzyme Ubc12 (Homo sapiens) + NEDD8-activating enzyme E1 regulatory …; calls only at 25 µM; 360,000 tested, 0.58% active; in the data active means inhibition above about 36%
MT1-MMP act inh – blockers of MT1-MMP proenzyme processing, primary screen, HT1080 RFP-PRO-GFP cells, GFP/RFP fluorescence; Matrix metalloproteinase-14 (Homo sapiens), P50281; GFP/RFP ratio fluorescence, overnight; percent of plate control window, DMSO zero; GFP/RFP ratio change, % at 20 µM; 360,000 tested, 0.061% active; AID 651647, 2012;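 active means GFP/RFP ratio change of at least 30% with cell ATP level not reduced by more than half and red fluorescence within 50% of control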; further: strong numbers were not always called active
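Assay system – RFP-PRO-GFP reporter HT1080 cells · Compound dosing – single dose of 20 µM compound, 1% DMSO final · Incubation – overnight compound exposure at 37 °C · Measure – GFP/RFP fluorescence ratio · Benchmarks – DMSO wells and RFP-L50D-GFP cells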
Rin1-Abl PPI inh – inhibitors of Rin1-Abl protein binding, primary screen, biochemical, TR-FRET | inhibition, % at 7.35 µM | Tyrosine-protein kinase ABL1 (Homo sapiens) + Ras and Rab interactor 1 (Homo sapiens), … | AID 588664, 2011 | 360,000 tested, 0.4% active; in the data active means inhibition above about 5%, passing the limit was not always enough
FAS-TE inh – FAS thioesterase domain inhibitors, primary screen, biochemical, fluorescence intensity, uHTS; 360,000 tested, 0.67% active; inhibition, % at 15 µM; recombinant FAS-TE, OMFH fluorogenic substrate, fluorescence endpoint; Fatty acid synthase (Homo sapiens), P49327;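 active means compounds whose normalised, plate-corrected inhibition of enzyme fluorescence in the single-dose primary screen is 50% or more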;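 further: 0% = DMSO with enzyme and 100% = substrate without enzyme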
MLLE-PAM2 inh – inhibitors of PABP1 MLLE–PAM2 peptide binding, primary screen, biochemical, fluorescence polarization, FITC-PAM2, GST-MLLE | 360,000 tested, 0.36% active | Polyadenylate-binding protein 1 (Homo sapiens), P11940 | inhibition, % at 20 µM; in the data active means inhibition above about 35%, passing the limit was not always enough;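 further: plate controls were DMSO wells with GST-MLLE for no effect and wells lacking GST-MLLE protein for full effect; some results filed as inactive read as strong as hits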
Target sequence (P11940 whole entry, looked up): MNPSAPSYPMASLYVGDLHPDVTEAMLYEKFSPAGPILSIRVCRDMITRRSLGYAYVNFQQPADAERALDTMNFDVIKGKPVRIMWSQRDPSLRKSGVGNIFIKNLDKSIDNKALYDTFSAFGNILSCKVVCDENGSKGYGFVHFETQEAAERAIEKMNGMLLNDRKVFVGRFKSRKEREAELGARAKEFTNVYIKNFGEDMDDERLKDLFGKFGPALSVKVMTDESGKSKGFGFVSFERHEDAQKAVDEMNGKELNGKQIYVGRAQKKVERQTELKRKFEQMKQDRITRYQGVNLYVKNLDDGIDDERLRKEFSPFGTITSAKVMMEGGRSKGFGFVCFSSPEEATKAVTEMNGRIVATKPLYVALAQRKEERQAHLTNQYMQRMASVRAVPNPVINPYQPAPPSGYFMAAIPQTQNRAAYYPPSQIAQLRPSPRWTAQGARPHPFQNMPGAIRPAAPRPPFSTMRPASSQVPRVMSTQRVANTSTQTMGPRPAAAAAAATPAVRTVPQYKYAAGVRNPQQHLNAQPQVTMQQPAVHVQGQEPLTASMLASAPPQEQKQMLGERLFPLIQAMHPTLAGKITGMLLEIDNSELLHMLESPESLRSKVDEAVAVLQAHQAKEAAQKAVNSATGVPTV
CSN deneddyl inh – inhibitors of CSN-mediated cullin deneddylation, primary screen, biochemical, fluorescence polarization, uHTS | inhibition, % at 12.5 µM | AID 651999, 2013 | Purified CSN, SCF-Nedd8-OG deneddylation | 360,000 tested, 0.38% active | COP9 signalosome complex subunit 5 (Homo sapiens), Q92905;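 active means pattern-corrected inhibition above about 35%, with an unprinted fluorescence ratio check between 0.5 and 1.5, limit read from the data, passing the limit was not always enough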;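 further: 0% = enzyme with substrate and 100% = substrate without enzyme; some results filed as inactive read as strong as hits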
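Assay system: Purified human Csn5 enzyme expressed in HEK293T cells | Amount: Enzyme 0.24 nM | Measured by: Fluorescence polarization readout | Medium: Tris/NaCl/DTT buffer, pH 7.5 | Compound dosing: One concentration, 12.5 µM, 0.25% DMSO | Times: 90 min incubation of compound, enzyme and substrate at room temperature | Control set: no-enzyme wells high, enzyme-with-substrate wells low | Read-out: % inhibition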
NadD inh – inhibitors of S. aureus NadD, primary screen, biochemical, colorimetric, uHTS. Nicotinate-nucleotide adenylyltransferase NadD (Staphylococcus aureus N315). purified NadD enzyme, colorimetric absorbance read-out. inhibition, % at 20 µM. 360,000 tested, 0.78% active. AID 602399, 2012; in the data active means inhibition above about 26%; further: some compounds past the cut are filed as inactive
SKN-1 block – suppressors of acrylamide-induced Pgst-4::GFP reporter in worms, primary screen, SKN-1 inhibitor project, whole organism, uHTS, GFP/RFP fluorescence ratio, strain VP596 | C. elegans VP596 Pgst-4::GFP/RFP ratio, 24 h | inhibition, % at 21.8 µM | 360,000 tested, 0.49% active | AID 624304, 2012;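 active means interference check ratio from 0.5 to 1.5 plus GFP to RFP signal ratio inhibition reaching or exceeding a fixed threshold, cut at about 30% in these data, passing the limit was not always enough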; further: some compounds called inactive have numbers as strong as hits
Numbers without * were called inactive; i = inactive; nt = not tested or not shown.

Molecule	CSN deneddyl inh	Rin1-Abl PPI inh	MLLE-PAM2 inh	Rpn11 inh	SKN-1 block	NadD inh	FAS-TE inh	MT1-MMP act inh	Neddyl block
Nc1ccccc1C(=O)NN=Cc1cccc([N+](=O)[O-])c1	1	-2	13	i	3	3	8	5	i
Cc1noc(C)c1COc1ccc(C(=O)OCC(=O)NCCN2C(=O)CSC2=O)cc1	-3	1	-7	i	1	-2	-1	1	i
Nc1nonc1-c1noc(CCCOc2ccc(Cl)cc2Cl)n1	-1	-4	-2	i	19	1	18	5	i
COCCN1C(=O)/C(=C/c2cc3c(cc2Br)OCO3)NC1=S	4	1	-112	i	1	3	5	-8	i
CCOC(=O)N1CCN(C(=O)c2ccccc2NC(=O)c2ccc(F)cc2)CC1	0	-2	15	i	4	3	-10	-5	i
C/C(COc1ccccc1)=N\NC(=O)c1nnn(-c2nonc2N)c1-c1ccc(C)cc1	0	-1	4	i	5	4	-1	-1	i
CC(CNCc1ccc2c(c1)OCO2)NCc1ccc2c(c1)OCO2 (centres undefined)	2	0	-1	i	-2	-5	-5	3	i
CC(C)c1ccc(C2CC(=O)N3CN(C)CSC3=C2C#N)cc1 (centres undefined)	5	-1	-2	i	-21	13	-1	11	i
Cc1cccc(C)c1NC(=O)CCCCCNS(=O)(=O)c1ccccc1	-3	3	7	i	7	2	-5	-1	i
CC(C)(C)OC(=O)[C@H](Cc1ccccc1)NC(=O)c1[nH]cnc1C(=O)Nc1cccc(Cl)c1	-4	0	3	i	-2	5	22	1	i
O=C(CNc1cccc([N+](=O)[O-])c1)N/N=C/c1ccc(F)cc1	1	-5	-5	i	16	-2	19	3	i
Cc1c(C(=O)NCCC#N)sc(=O)n1Cc1ccc(C(=O)N(C)C)cc1	5	-3	-10	i	-1	4	-9	4	i
CC(=O)COc1cc2c(-c3cc4ccccc4o3)cc(=O)oc2cc1C	3	-5	0	i	11	11	12	-1	i
CC[C@@]1(C(=O)OC)N[C@H](CN(C)C(=O)COc2ccccc2)[C@@H]2C(=O)N(Cc3ccccc3)C(=O)[C@@H]21	-8	-2	-15	i	4	-1	-3	-2	i
Cc1cc(C)c(Nc2ncccc2C(=O)O)c(C)c1	-2	-2	7	i	6	-1	0	0	i
Cc1cc(C)c(C(=O)C(C)OC(=O)C2=COCCO2)cc1C (centres undefined)	-1	0	-4	i	-6	-3	-1	1	i
CC(=O)N1c2ccc(S(=O)(=O)NC(CC(=O)O)c3ccc(Br)cc3)cc2CC1C (centres undefined)	1	4	-6	i	5	10	-5	3	i
CCOC(=O)C1CCN(C(c2cccc(OC)c2)c2sc3nc(C)nn3c2O)CC1 (centres undefined)	-2	3	-6	i	-16	-4	1	8	i
CCN(CC(=O)Nc1ccc(NC(C)=O)cc1)C(=O)CN1C(=O)NC2(CCCC2)C1=O	1	1	-21	i	-2	1	5	-1	i
CC1C(=O)Nc2ccc(S(=O)(=O)NCc3ccc(Cl)cc3)cc2NC1=O (centres undefined)	-4	2	-5	i	-4	1	-6	8	i
Cc1cc(=O)n(-c2ccc3ccccc3n2)[nH]1	2	-1	6	i	-3	7	-3	12	i
O=C(Cn1c(=O)oc2cc(S(=O)(=O)N3CCCCC3)ccc21)N1CCc2ccccc2C1	-2	1	4	i	5	0	-9	-2	i
CC1CN(CC(O)COc2ccc(C(=O)c3ccccc3)cc2)CC(C)O1 (centres undefined)	-1	-1	8	i	-6	-2	-10	-3	i
Cc1ccc(-n2ncc(Cl)c2C(=O)NCc2ccccc2)cc1	2	1	8	i	-12	-9	10	-2	i
CCOC(=O)c1cnn(-c2nc(-c3ccc(C)cc3)cs2)c1C(F)(F)F	0	2	-4	i	3	7	26	3	i
O=C(NCc1ccc(OC(F)(F)F)cc1)c1ccc2c(c1)S(=O)(=O)c1ccccc1C2=O	2	-1	-3	i	10	-6	30	2	i
NS(=O)(=O)c1ccc(CNC(=O)c2ccc(C(=O)c3ccccc3)cc2)cc1	4	3	-8	i	4	2	-4	-1	i
Cc1cccc(NC(=O)c2cc(NC(=O)c3ccco3)ccc2N2CCCCC2)c1	2	-6	-13	i	8	1	-5	1	i
COc1ccc(NC(=O)CN(C)S(=O)(=O)c2ccc(Br)s2)cc1	-3	6	8	i	-7	-1	1	0	i
COc1ccc(CC(NC(C)=O)C(=O)NC2CCN(C(=O)Nc3ccccc3Cl)CC2)cc1OC (centres undefined)	4	-3	-8	i	-3	-10	-8	-1	i
CNS(=O)(=O)c1ccc2c(c1)NC(=O)C1CCCN21 (centres undefined)	-17	1	-9	i	-10	8	-4	2	i
Cc1c(C(=O)NCc2cccc(Cl)c2)sc(=O)n1Cc1cccc(F)c1	-6	-1	6	i	-4	-8	29	7	i
C[C@H]1CN([C@@H](C)CO)S(=O)(=O)c2ccc(/C=C/c3ccccc3)cc2O[C@H]1CN(C)C(=O)NC1CCCCC1	11	-3	-12	i	1	-4	12	-6	i
CC(Oc1ccccc1)C(=O)NN1Cc2ccccc2C1=N (centres undefined)	4	6	-15	i	-4	-3	-6	3	i
Cc1ccc(S(=O)(=O)NC(=O)COc2ccccc2C)c(C)c1	0	2	4	i	7	2	-7	2	i
O=c1[nH]c2ccccc2nc1Cc1ccccc1	-1	-5	9	i	18	1	-8	3	i
C=CCNc1ncnc2c1ncn2[C@H]1CN(Cc2cc(OC)c(OC)c(OC)c2)C[C@@H](CO)O1	-2	5	10	i	0	6	-9	0	i
CN(Cc1ccc(Cl)cc1)C(=O)COC(=O)CSc1ccc([N+](=O)[O-])cc1	-1	3	40*	i	9	-5	49	0	i
CCOC(=O)N1CCN(C(=O)c2ccc(S(=O)(=O)Nc3ccccc3)cc2)CC1	0	5	-10	i	-10	-4	-9	1	i
CCC(C)c1ccccc1O (centres undefined)	3	2	-8	i	-3	3	-3	-2	i
Oc1c(C(c2cccs2)N2CCC3(CC2)OCCO3)sc2ncnn12 (centres undefined)	0	-3	0	i	10	-4	-6	1	i
Cc1cccc2cc(COC(=O)c3ccccc3)c(=O)[nH]c12	-1	5	1	i	3	-6	-9	3	i
CN(CCOc1ccc(-c2ccn(S(=O)(=O)c3c(Cl)cccc3Cl)n2)cc1)c1ccccn1	2	1	-9	i	-10	6	23	0	i
COc1cccc(C(=O)C2CCCN(Cc3cn[nH]c3C3CCCCC3)C2)c1 (centres undefined)	-14	3	11	i	6	-9	0	1	i
O=C(CSc1nc2ccsc2c(=O)n1Cc1ccc(C(=O)O)cc1)NCc1ccco1	0	-2	-3	i	4	-4	-2	-2	i
OC(COc1ccc2c(c1)CCC2)CN1CCN(c2ccccc2F)CC1 (centres undefined)	-1	5	2	i	0	1	6	3	i
O=c1c2ccc(Cl)cc2[nH]c(=S)n1Cc1cccnc1	9	3	-98	i	-27	3	-5	-9	i
COc1ccc(NC(=O)c2coc3ccccc23)cc1OC	6	-1	6	i	10	-5	-6	1	i
CCCCCC(=O)N(CN1C(=O)CCC1=O)c1ccccc1	-1	1	-2	i	5	-1	-4	-5	i
O=C1CSc2ccc(S(=O)(=O)NCc3ccc(Cl)cc3)cc2N1	5	-1	-2	i	7	-4	4	-3	i
CC(=O)Nc1ccc(S(=O)(=O)NC2(c3ccccc3)C(=O)N(C)C(=O)N(C)C2=O)cc1	3	1	-3	i	16	1	-8	0	i
CCCN1CCC(=NNc2ccc(S(=O)(=O)N3CCOCC3)cc2[N+](=O)[O-])CC1	5	-9	0	i	8	3	-8	nt	i
CCCCc1cc(=O)oc2c(C)c(OCC(=O)NCc3ccccn3)ccc12	-2	3	10	i	15	0	2	-2	i
CC1Cc2ccccc2N1C(=S)Nc1cccc(S(=O)(=O)N(C)C)c1 (centres undefined)	-8	-1	-7	i	8	0	18	0	i
CCCCN1C(=O)C(=O)N(CC(=O)NC2CCCc3ccccc32)C1=O (centres undefined)	4	2	1	i	2	-4	-4	1	i
CCc1ccc(N2CCN(C(=O)N3CCOCC3)CC2)cc1	1	3	-11	i	2	1	-3	2	i

Two records drawn at random from those above:
Molecule	CSN deneddyl inh	Rin1-Abl PPI inh	MLLE-PAM2 inh	Rpn11 inh	SKN-1 block	NadD inh	FAS-TE inh	MT1-MMP act inh	Neddyl block
CC1Cc2ccccc2N1C(=S)Nc1cccc(S(=O)(=O)N(C)C)c1 (centres undefined)	-8	-1	-7	i	8	0	18	0	i
CCc1ccc(N2CCN(C(=O)N3CCOCC3)CC2)cc1	1	3	-11	i	2	1	-3	2	i

The list continues.
Molecule	CSN deneddyl inh	Rin1-Abl PPI inh	MLLE-PAM2 inh	Rpn11 inh	SKN-1 block	NadD inh	FAS-TE inh	MT1-MMP act inh	Neddyl block
COCC(=O)OC/C(O)=C(\C#N)c1nc2ccccc2[nH]1	8	-2	-20	i	-6	-1	-8	-13	i
CCOC(=O)C(C)N(c1ccccc1Cl)S(C)(=O)=O (centres undefined)	-6	-3	-3	i	-7	-6	-12	6	i
Cc1ccc(C)c(N2CCN(c3nc4ccccc4c(=O)n3Cc3ccccc3)CC2)c1	0	0	-13	i	-7	11	26	-18	i
COc1ccc(-c2ccc(Nc3ccc(C(=O)N4CCOCC4)cc3)nn2)cc1OC	-2	-3	-5	i	4	8	-3	7	i
